BRCA1 expr up: BRCA1 expression activation. Potency, µM (top dose mostly 46.1 µM), for inactives: at the highest dose activation, most hits filed as activators. hit rate 1.1% among 380,000. MCF7-BRCA1-FFLuc reporter, luminescence, 48 h; response scale: scaled: vehicle 0%, 10 µM genistein 100%; note: potency is the fitted concentration of half-maximal effect; nearly all actives have a fitted effect of over 80% in size; some results filed as inactive show a strong effect at the top dose
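MCF7-BRCA1-FFLuc cells, 2000/well in phenol-red-free MEM, attached 2 h then treated 48 h at 37 C. Luciferase luminescence read 15 min after reagent; normalized to genistein maximum activation (10microM) and DMSO, concentration-response fitted.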
ELG1 genotoxic: inducers of genotoxicity in HEK293T ELG1-luciferase cells; HEK293T ELG1-luciferase reporter, luminescence, 16 h; Potency, µM (highest dose often 46 µM), inactives show top-dose activity change, positive = activation, usual class: activators; hit rate 1.3% among 330,000; note: potency is the fitted concentration of half-maximal effect; % of control where 0% means no effect; nearly all actives have a fitted effect of over 60% in size
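Screening used a luciferase reporter fused to human ELG1 in HEK293T cells. Luminescence was read on a CCD plate imager after 16 hr exposure and 30 min ONE-Glo incubation.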
B2AR arrestin: agonists driving beta-arrestin recruitment to human beta2-adrenergic receptor. hit rate 0.02% among 330,000. AID 492947. beta-arrestin recruitment to beta2AR, cell-based reporter. Potency, µM (titrated, usually from 46.1 µM), inactives show at the highest dose activation, usual class: activators. P07550;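 note: potency is the fitted concentration of half-maximal effect; 0% = DMSO controls and full agonism = EC100 isoproterenol or metaproterenol; nearly all actives have a fitted effect of over 65% in size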
p53 reactivator: mutant p53 re-activation in reporter cells; H1299 p53-A138V BP100-luciferase reporter, luminescence, 24 h; Potency, µM (titrated, usually from 92.2 µM), for inactives: at the top dose activity change, positive = activation, hits mostly activators; hit rate 0.063% among 320,000; note: potency is the fitted concentration of half-maximal effect; % of control where 0% means no effect; nearly all actives have a fitted effect of over 45% in size
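H1299 (p53-null), stable ts p53-A138V + BP100-Luc; 1000 cells/well, Opti-MEM/10% FBS; cpd 4 pt, 1:5; 24 h, 37 deg C, 5% CO2; detection reagent 10 min RT; luminescence.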
Eya2 phos inh: inhibitors of human Eya2 phosphatase activity. O00167. hit rate 0.006% among 330,000. recombinant Eya2, OMFP fluorescence dephosphorylation (OMFP is methylfluorescein phosphate). Potency, µM (doses to about 76.9 µM), inactives show at the top dose activity, negative = inhibition, hits mostly inhibitors; note: potency is the fitted concentration of half-maximal effect; % is set by controls: 0 for no effect and ±100 for the full control effect
Target sequence (O00167 whole entry, looked up): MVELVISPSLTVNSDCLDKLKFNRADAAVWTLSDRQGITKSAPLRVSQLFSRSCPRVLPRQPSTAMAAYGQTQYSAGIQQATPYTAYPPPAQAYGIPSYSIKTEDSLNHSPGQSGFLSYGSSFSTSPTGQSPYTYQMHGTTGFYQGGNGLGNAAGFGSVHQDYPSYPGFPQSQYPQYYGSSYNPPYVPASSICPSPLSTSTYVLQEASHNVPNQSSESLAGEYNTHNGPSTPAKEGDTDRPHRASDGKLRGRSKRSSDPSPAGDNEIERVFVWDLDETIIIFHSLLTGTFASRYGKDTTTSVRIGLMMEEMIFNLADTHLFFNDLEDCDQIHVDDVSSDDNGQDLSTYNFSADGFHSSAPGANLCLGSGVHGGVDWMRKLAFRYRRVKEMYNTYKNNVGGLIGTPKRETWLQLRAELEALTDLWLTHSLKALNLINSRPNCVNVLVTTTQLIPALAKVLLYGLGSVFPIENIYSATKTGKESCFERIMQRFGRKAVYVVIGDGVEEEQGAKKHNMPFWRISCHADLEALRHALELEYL
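Eya2 (0.2 uM) preincubated 10 min at ambient with compound, then OMFP substrate added at 50 uM; 10 min reaction in 50 mM HEPES pH 7.5, 50 mM NaCl, 5 uM MgCl2, 0.05% BSA, 1 mM DTT. Fluorescence read at Ex 485/Em 525 nm.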
uPA surface inh: cell surface uPA generation inhibition. cell surface uPA generation assay, qHTS. Potency, µM (titrated, usually from 38.3 µM), for the others: top-dose activity change, negative = inhibition, hits mostly inhibitors. hit rate 0.31% among 330,000. AID 540303; active = well fitted inhibition curve with a large enough effect; inconclusive = small, poorly fitted or top-dose-only effect; inactive = no such curve, though single readings can be large or run the other way; tested in mouse RAW 264.7 cells; note: potency is the fitted concentration of half-maximal effect; % is set by controls: 0 for no effect and ±100 for the full control effect; nearly all actives have a fitted effect of over 55% in size
USP2a block: blocks human ubiquitin-specific protease USP2a. O75604. USP2 core, Ub-CHOP2 coupled fluorogenic reporter, 485/531. Potency, µM (doses to about 38.3 µM), inactives show top-dose activity change, negative = inhibition, usual class: inhibitors. hit rate 0.01% among 330,000. AID 463254;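 note: potency is the fitted concentration of half-maximal effect; plate controls were DMSO wells for no effect and full inhibition by NEM control for full effect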
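Deubiquitinase activity read as fluorescence (485/531 nm) after Ub-CHOP2 cleavage activates the enterokinase reporter on its substrate; USP2 core 10nM, Ub-CHOP2 and substrate 25nM each, 30min compound preincubation then 60min RT; data normalized to NEM, curves fitted.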
S-ASM inh: inhibitors of human secretory acid sphingomyelinase; hit rate 0.006% among 340,000; Potency, µM (doses to about 57.5 µM), inactives show at the top dose activity change, negative = inhibition, hits mostly inhibitors; AID 504937; P17405; placental ASM, HMU-PC fluorogenic substrate, 60 min; note: potency is the fitted concentration of half-maximal effect
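Fluorescence read-out (Ex 386 nm, Em 447 nm) after stopping the reaction at pH 10. Enzyme: ASM from human placenta; substrate HMU-PC0, 9 uM final; 60 min, 37 °C. Compound preincubation 10 min, ambient temperature.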
TRPV1 ag: agonists of human vanilloid receptor 1 (TRPV1) | AID 540275 | TRPV1-expressing cells, Fluo-8 calcium influx, agonist mode | Q8NER1 | hit rate 0.19% among 320,000 | activation, % at 8.33 µM; in the data active = activation above about 80%; inconclusive = between about 30% and that limit; note: 0% is about no effect
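Fluo-8 calcium influx in TRPV1-expressing cells, kinetic read (ex 480/em 520 nm). Compound added and read 3 min for agonist activity, followed by capsaicin at EC20 final and 2 min further read for enhancement.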
Integrin act MD: integrin-mediated muscular dystrophy alleviation activation | alpha7betagal myoblasts, beta-gal FDG fluorescence, 48 h | hit rate 0.064% among 350,000 | Potency, µM (series often up to 38.3 µM), without a hit: top-dose activation, actives largely listed as activators;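 note: potency is the fitted concentration of half-maximal effect; 100% = response of the positive control SU9516; nearly all actives have a fitted effect of over 60% in size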
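Alpha7betagal+/- myoblasts (passage 13) were plated 16-24 hr, then exposed to compounds (1:260 dilution of DMSO stock) for 48 hours at 37C. After MPER lysis, β-galactosidase reporter activity was read as FDG fluorescence (ex 480/em 540) after 30 minutes.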
TSG101-PTAP inh: blocks PTAP/TSG101 interaction to inhibit HIV-1 budding; Q99816; Fluorescence polarization, FITC-PTAP peptide / Tsg101 binding; Potency, µM (titrated, usually from 115 µM), for the others: top-dose activity change, negative = inhibition, most hits filed as inhibitors; 340,000 tested, under 10 active; AID 493005; active = well fitted inhibition curve with a large enough effect in the main read-out, with a control signal flat, not every such curve was filed as active; inconclusive = small, poorly fitted or top-dose-only effect, or effect the other way, or a change in a side signal; inactive = no such curve, though single readings can be large or run the other way; note: potency is the fitted concentration of half-maximal effect; % of control where 0% means no effect
Target sequence (Q99816 whole entry, looked up): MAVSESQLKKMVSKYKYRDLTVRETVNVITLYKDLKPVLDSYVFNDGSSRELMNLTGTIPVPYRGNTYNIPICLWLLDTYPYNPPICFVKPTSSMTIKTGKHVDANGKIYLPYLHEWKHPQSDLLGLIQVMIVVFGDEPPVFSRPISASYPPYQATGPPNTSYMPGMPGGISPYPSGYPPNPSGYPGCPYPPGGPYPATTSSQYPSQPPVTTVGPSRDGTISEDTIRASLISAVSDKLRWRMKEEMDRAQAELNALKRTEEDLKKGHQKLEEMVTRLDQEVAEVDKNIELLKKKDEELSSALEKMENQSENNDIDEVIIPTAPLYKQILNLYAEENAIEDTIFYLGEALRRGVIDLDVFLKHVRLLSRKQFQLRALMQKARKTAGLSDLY
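Steps: Tsg101 binding domain dispensed (10 uM final), compounds pinned in DMSO, FITC-labeled PTAP-motif peptide added (50 nM final); after 20 min binding at room temperature, polarization measured.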
* hit, by the source's call; ? = inconclusive; . = not tested or not shown; [ ] = dose if it differs, or a comment. Unless noted, calls come from the whole dose curve; as a rule, active = well fitted curve in the direction sought with a large enough effect; inconclusive = small, poorly fitted or top-dose-only effect, or another doubt; inactive = no such curve, though single readings can be large; an effect the other way counts as inactive or inconclusive. Hits appear at their usual frequency; overall some 2.6% were active at least once.

Molecule | B2AR arrestin | uPA surface inh | TRPV1 ag | BRCA1 expr up | Integrin act MD | USP2a block | S-ASM inh | TSG101-PTAP inh | ELG1 genotoxic | p53 reactivator | Eya2 phos inh
Cc1ncc2c(n1)-c1cc(F)ccc1SC2 | -0.7% | -0.4% | -0.4 | -3.1% | 21.8% | -12.4% | 25.0% | -4.6% | -0.8% | 0.7% | 7.0%
Cc1cccc(CC2CC(=O)N(C3CCCCC3)C2=O)c1 (centres undefined) | -0.5% | 3.4% | 9.0 | -13.1% | 32.9% | -4.2% | -4.9% | -1.6% | 0.9% | -1.3% | -15.1%
CC(C)C(=O)Nc1c(C(=O)c2ccc(F)cc2)oc2ccccc12 | 0.5% | 17.2% | . | -1.6% | 14.7% | -0.9% | 193.0%[activator] | -3.4% | -2.0% | -1.7% | 20.0%
Cc1sc2c(c1C)c(=O)n(-c1ccc(F)cc1)c(=O)n2CC(=O)NCc1ccco1 | 0.0% | 1.1% | . | -1.5% | -1.4% | 1.8% | 0.6% | 0.2% | 15.3% | 3.3% | 0.9%
CN(c1nc2nonc2nc1NC1CC1)C1CCOC1 (centres undefined) | 0.0% | -1.1% | 25.7 | -2.9% | 27.2% | 5.3% | 2.3% | 1.9% | -6.2% | -2.8% | -4.9%
C(=N\Nc1nc(-c2ccccc2)cs1)/c1cccs1 | 0.3% | 3.2% | -0.5 | 9.2% | 0.0% | -1.6% | 9.0% | -15.6% | 16.4µM* | ? | -21.4%
Fc1ccc(CN2CCSCC2)cc1F | -0.3% | 0.3% | -2.1 | -14.5% | -3.4% | 3.2% | -4.1% | 1.8% | 0.1% | . | 8.3%
COCCNC(=S)N1CCN(C)CC1 | -0.4% | -2.0% | 2.4 | 2.1% | 25.9% | 0.0% | -0.6% | 1.0% | -0.5% | 1.7% | 19.4%
O=C(O)COc1ccccc1/C=N/NC(=O)c1ccc2c(c1)OCCO2 | -0.4% | ? | 10.3 | 20.8% | -23.0% | 1.1% | 3.3% | 0.1% | 3.1% | 7.9% | 0.6%
CCOC(=O)C1(Cc2ccccc2)CCN(Cc2ccon2)CC1 | 0.1% | -4.3% | 2.9 | -16.1% | ? | 10.8% | -1.9% | -0.2% | 5.0% | -0.5% | 4.7%
c1ccc(CNCCCNCCCCNCCCNCc2ccccc2)cc1 | . | -9.1% | . | -90.5%[inhibitor] | -57.8%[inhibitor] | . | 6.3% | 1.5% | . | . | .
Cc1cccc2c1-c1sc(C(=O)NCCCN3CCc4ccccc4C3)cc1CO2 | -1.2% | -21.4% | 1.8 | -57.1% | -57.0%[inhibitor] | 3.2% | . | -3.5% | -9.7% | -1.9% | 3.8%
CCOC(=O)c1[nH]c2ccccc2c1N=C(C)N(CC)CC | -0.7% | 4.2% | 0.2 | -13.0% | 14.4% | 0.4% | 1.9% | -4.7% | 1.2% | -3.6% | -6.8%
O=C(NCc1ccccn1)Nc1cccc(NC(=O)NCc2ccccn2)c1 | -0.4% | -3.0% | 1.7 | ? | 19.9% | 0.0% | 1.2% | -4.4% | ? | ? | -27.4%
O=C(O)[C@H](Cc1ccccc1)N1C(=O)c2c(Cl)c(Cl)c(Cl)c(Cl)c2C1=O | 0.1% | -12.0% | 2.7 | -19.0% | 9.6% | -2.1% | 8.4% | -5.1% | -3.7% | 18.1% | 5.2%
CC1CN(CCOc2ccccc2[N+](=O)[O-])CC(C)O1 (centres undefined) | -0.8% | -3.8% | 1.4 | -46.0% | 9.6% | -1.6% | 4.9% | 1.6% | -1.3% | 8.1% | -2.5%
COc1ccc(NC(=S)N(Cc2cccnc2)Cc2ccco2)cc1 | 0.1% | 2.6% | -4.1 | -11.6% | -5.1% | 10.3% | 6.9% | -0.4% | 0.0% | 3.4% | 6.9%
O=C(C1CCCN1S(=O)(=O)c1cccc2cccnc12)N1CCn2c1nc1ccccc12 (centres undefined) | -0.2% | 3.0% | -3.5 | -18.3% | 0.0% | 2.1% | -0.9% | -2.9% | 0.3% | -7.5% | 6.2%
CC(Sc1nnc(-c2cccs2)n1-c1ccccc1)C(=O)NCc1ccc2c(c1)OCO2 (centres undefined) | 0.7% | -1.0% | 6.9 | -2.7% | -0.3% | 2.0% | 3.5% | -3.2% | -6.4% | 12.7% | -11.4%
CCOc1ccc2nc(Nc3nc4ccc(NC(C)=O)cc4s3)sc2c1 | -1.1% | -4.9% | -7.4 | -23.4% | -44.5% | 0.7% | 348.2%[activator] | -0.4% | 6.2% | 1.9% | 10.0%
NC(=O)CN1CCOCCOCCOCCOCCOCC1 | 0.0% | -3.3% | 7.2 | 1.1% | 12.6% | -3.4% | 4.1% | -0.6% | 2.3% | -1.6% | -3.3%
O=C(CN(c1ccccc1)S(=O)(=O)c1ccccc1[N+](=O)[O-])Nc1cccnc1 | 0.1% | 2.8% | 5.3 | -0.8% | 6.1% | -0.4% | -0.9% | 0.0% | -7.4% | -0.6% | 2.4%
CN(C)CCCN(C(=O)c1ccc(S(=O)(=O)N2CCc3ccccc3C2)cc1)c1nc2c(F)cc(F)cc2s1 | -0.9% | 2.8% | 1.0 | -41.8% | -27.1% | -1.4% | -15.0% | -4.9% | 0.3% | -3.7% | -5.6%
O=C(CCN1C(=O)c2ccccc2C1=O)N1CCN(c2ccccc2)CC1 | 0.8% | . | 12.0 | 1.8% | 23.7% | -0.5% | 1.1% | -2.6% | 1.0% | -9.5% | -5.9%
CCOC(=O)c1c(NC(=O)Cn2cnc([N+](=O)[O-])n2)sc2c1CCC(C)C2 (centres undefined) | -0.4% | 2.8% | 23.0 | 4.2% | 23.2% | 0.2% | -0.6% | 1.4% | -0.6% | 4.4% | -9.7%
CCCN(C1CCS(=O)(=O)C1)S(=O)(=O)c1cc(OC)ccc1OC (centres undefined) | -0.4% | ? | -6.6 | 1.5% | 27.6% | 0.5% | -4.5% | -8.9% | -1.2% | -4.3% | -12.2%
COc1cccc(Cn2c(=O)c3[nH]cnc3n(-c3ccccc3C)c2=O)c1 | 0.0% | ? | -0.3 | -2.3% | -27.6% | -1.5% | 3.1% | -1.0% | 3.7% | 3.3% | 6.7%
CCOc1ccccc1NC(=O)c1cccc(S(=O)(=O)N(Cc2ccccc2)c2ccccc2OC)c1 | -1.0% | -2.9% | -2.0 | 22.8% | 8.5% | 0.1% | -0.5% | 2.7% | -2.1% | -5.2% | -6.1%
C=CCNc1nc(C(=O)OCC(=O)Nc2c(Cl)cccc2C(F)(F)F)cs1 | -0.2% | -0.6% | 3.9 | -0.8% | -8.7% | -3.4% | 0.8% | -0.2% | -5.3% | 3.7% | 5.3%
COc1ccc2nc(NC(=O)c3cccc(OCc4c(C)noc4C)c3)sc2c1 | -0.2% | -12.7% | 2.5 | -50.0% | -13.3% | -8.8% | 58.1%[activator] | -3.5% | -16.6% | ? | 9.2%
O=C(COC(=O)c1cnccn1)N=c1sccn1Cc1ccccc1Cl | -0.9% | -0.8% | -1.8 | -1.2% | 3.0% | 0.7% | 5.6% | -1.9% | 6.7% | 3.9% | 20.5%
Nc1ccc2c(c1)C(=O)N(CCCC(=O)O)C2=O | 8.9% | 4.6% | 2.1 | -8.4% | -11.9% | 0.2% | 0.7% | -6.2% | 2.7% | 1.4% | 2.4%
Nc1nc2ccccc2nc1N1CCCC1 | -0.3% | . | -1.1 | 66.4% | 5.9% | -0.1% | 13.6% | -3.8% | 4.3% | 5.8% | 8.2%
Cc1ccc(OCC(=O)OC(C)C(=O)NC2CCCCC2C)cc1C (centres undefined) | -0.2% | 2.7% | 24.5 | 18.4% | 41.5% | 0.3% | -1.2% | -4.7% | -0.8% | -0.4% | -4.9%
O=C(/C=C\c1ccccc1OC(=O)c1ccccc1F)c1cc2ccccc2o1 | -0.5% | -5.9% | -5.0 | -42.8% | -36.0% | 3.0% | -2.4% | -1.5% | 16.4µM* | ? | -9.2%
COc1cc2[nH]c(=S)n(C3CCN(Cc4ccccc4)CC3)c(=O)c2cc1OC | -0.1% | 4.0% | -3.7 | -12.9% | -27.9% | -2.5% | -0.1% | -0.5% | -5.8% | -3.6% | 5.3%
COc1ccc(NC(=O)COc2cccc3c2OC(C)(C)C3)c(OC)c1 | -0.5% | 3.6% | 18.5 | 10.4% | 3.4% | 0.6% | 2.1% | -4.7% | -6.7% | 11.7% | -43.5%

Screening data from PubChem.
